High-throughput results from PubChem.
TcdB GH inh: blocks C. difficile toxin B glycohydrolase activity; P18177; TcdB glycohydrolase enzymatic assay, plate reader; inhibition, % at 9.99 µM; 350,000 compounds, 0.24% hits; AID 652162; in the data active = inhibition above about 10%
Rv3671c inh: inhibits the M. tuberculosis serine protease Rv3671c; inhibition, % at 5.96 µM; P9WHR9; AID 2606; 320,000 compounds, 0.048% hits; in the data active = inhibition above about 38%;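 note: extracellular domain of Rv3671c used as enzyme; 0% = enzyme with DMSO and 100% = no enzyme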
MazEF act: activators of E. coli MazEF toxin-antitoxin RNase. 350,000 compounds, 0.32% hits. activation, % at 20 µM. FAM/BHQ RNA-DNA oligo cleavage fluorescence, 5 h. AID 504720; in the data active = activation above about 50%
Target sequence (P0AE70 whole entry, looked up): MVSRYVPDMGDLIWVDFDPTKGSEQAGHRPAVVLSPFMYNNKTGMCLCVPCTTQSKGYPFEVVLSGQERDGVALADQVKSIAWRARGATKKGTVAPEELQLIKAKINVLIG
BH1578 lux ind: quorum light induction in luxS cqsA deficient V. cholerae; V. cholerae BH1578 lux reporter, luminescence, 6 h; activation, % at 18.7 µM; 350,000 compounds, 0.16% hits; AID 588436; in the data active = activation mostly above about 9.7%, no sharp cut-off; note: not every result past the cut was called active; inactives centre near 0; reference of the scale not given here
Anthrax LF inh2: blocks Bacillus anthracis lethal factor protease. inhibition, % at 10 µM. multiplex microsphere protease cleavage assay, LF. 360,000 compounds, 0.12% hits. AID 588501; in the data active = inhibition above about 30%; note: plate controls were buffer without enzyme for full effect and enzyme alone for no effect
Target sequence (P15917 whole entry, looked up): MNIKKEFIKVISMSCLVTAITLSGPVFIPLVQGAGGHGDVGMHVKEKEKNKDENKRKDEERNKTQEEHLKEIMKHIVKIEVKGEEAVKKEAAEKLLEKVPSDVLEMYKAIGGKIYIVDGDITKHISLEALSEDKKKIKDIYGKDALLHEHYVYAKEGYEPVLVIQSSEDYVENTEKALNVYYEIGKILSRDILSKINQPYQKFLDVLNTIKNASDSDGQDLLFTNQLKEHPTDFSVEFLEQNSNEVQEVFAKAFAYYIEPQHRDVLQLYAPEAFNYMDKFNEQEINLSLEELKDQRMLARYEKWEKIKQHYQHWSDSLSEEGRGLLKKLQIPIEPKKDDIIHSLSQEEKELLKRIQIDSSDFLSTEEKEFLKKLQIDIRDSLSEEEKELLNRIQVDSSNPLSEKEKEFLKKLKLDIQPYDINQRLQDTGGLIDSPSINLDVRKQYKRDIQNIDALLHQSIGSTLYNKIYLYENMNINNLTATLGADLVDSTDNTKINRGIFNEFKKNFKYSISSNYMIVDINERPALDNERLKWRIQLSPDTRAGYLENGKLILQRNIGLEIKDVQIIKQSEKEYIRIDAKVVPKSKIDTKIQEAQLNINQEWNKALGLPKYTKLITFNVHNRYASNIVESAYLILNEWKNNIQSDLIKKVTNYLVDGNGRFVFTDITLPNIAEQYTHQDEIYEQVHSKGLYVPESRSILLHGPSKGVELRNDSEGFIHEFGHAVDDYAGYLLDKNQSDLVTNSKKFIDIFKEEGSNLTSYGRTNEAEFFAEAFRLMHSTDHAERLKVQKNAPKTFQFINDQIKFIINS
SSB-PriA inh: blocks PriA binding to SSB C-terminal tail. AlphaScreen SSBct-PriA binding, biotinylated peptide. inhibition, % at 33 µM. 430,000 compounds, 0.6% hits; in the data active = inhibition mostly above about 37%, no sharp cut-off; inactive = mostly below about 20%;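 note: plate controls were negative control peptide for no effect and reference peptide for full effect; strong numbers were not always called active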
PfHsp40 yeast: restores yeast growth despite PfHsp40 toxicity. S. cerevisiae expressing PfHsp40, growth rescue, ATP luminescence. growth rescue, % at 12.5 µM. 340,000 compounds, 0.68% hits. AID 504582; in the data active = growth rescue above about 28%, passing the limit was not always enough;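 note: yeast W303a lacking pdr1 and pdr3 grown in galactose medium; growth measured after three days at 30 °C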
DUSP3 inh: inhibitors of human VHR1 phosphatase (DUSP3); recombinant VHR phosphatase, pNPP absorbance; AID 1654; 290,000 compounds, 0.52% hits; inhibition, % at 13.3 µM; in the data active = inhibition above about 50%; note: some compounds called inactive have numbers as strong as hits
Target sequence (P51452 whole entry, looked up): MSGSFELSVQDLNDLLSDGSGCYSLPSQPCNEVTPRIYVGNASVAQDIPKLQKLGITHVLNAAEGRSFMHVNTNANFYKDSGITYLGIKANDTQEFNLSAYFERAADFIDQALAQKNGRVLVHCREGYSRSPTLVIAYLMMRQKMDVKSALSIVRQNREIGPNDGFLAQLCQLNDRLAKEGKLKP
3CLpro inhibitor: SARS-CoV 3CLpro protease inhibition; P0C6X7; recombinant SARS-CoV 3CLpro, quenched FRET peptide cleavage; inhibition, % at 6 µM; 290,000 compounds, 0.14% hits; in the data active = inhibition above about 12%
Y pestis TopoI: Y. pestis Topo-I inhibition via cleavage products | Y. pestis Topo-I cleavage product accumulation, plate reader | activity, % at 10 µM | 360,000 compounds, 0.064% hits | AID 504884; in the data active = activity above about 50%, passing the limit was not always enough; note: inactives centre near 2
* marks the source's active call; other numbers are inactive results; i = inactive; / = no result given; & = joins results of further samples. This is a subset; rates above refer to the full screens.

SMILES	TcdB GH inh	Rv3671c inh	MazEF act	BH1578 lux ind	Anthrax LF inh2	SSB-PriA inh	PfHsp40 yeast	DUSP3 inh	3CLpro inhibitor	Y pestis TopoI
Cc1ccc(S(=O)(=O)N2C[C@]3(O)C[C@@H]4C(=O)N(c5ccccc5)C(=O)[C@@H]4C[C@]3(OC(=O)NCc3ccccc3)C2)cc1	2.0	/	-5	-0.4	0	/	/	/	/	0
C[C@@H]1CC[C@H](Cc2ccc(-n3cccc3)cc2)N1C(=O)OC(C)(C)C	1.1	/	1	-0.6	-6	/	/	/	/	-8
O=C(NCCCN1CCOCC1)c1cnccn1	-0.1	-4	4	i	-1	-12	-0.4	-4	-2	-6
Cc1cccc(-c2cc3nc(-c4ccccc4)cc(=O)n3[nH]2)c1	2.1	-12	6	-0.6	17	-8	1.3	28	-1	-1
COC(=O)[C@@]12CCCCN1[C@H](c1ccc(-c3ccc(Cl)c(Cl)c3)cc1)[C@H]1C(=O)N(C)C(=O)[C@H]12	-5.9	-11	2	2.4	-9	4	-0.9	/	/	-6
CC(SCc1ccccc1)C(=O)Nc1ccccc1Br (stereo not drawn)	-0.3	-2	-2	0.7	11	-74	1.1	22	1	8
CCOc1c2ccc(C(=O)NCc3ccc4c(c3)OCO4)cc2nn1CC	0.0	-4	2	i	2	-11	0.5	6	-5	16
COC(C(=O)NCc1ccc(C)cc1)c1ccccc1 (stereo not drawn)	-0.6	4	7	0.1	1	-11	0.8	-8	-2	2
CC(=O)NC(=S)Nc1ccc(N2CCOCC2)c(S(=O)(=O)Nc2cc(Cl)ccc2Cl)c1	0.2	-6	2	-0.2	3	-6	11	26	4	4
Cc1cccc(N2CCN(C(=O)c3ccc4nc[nH]c4c3)CC2)c1C	1.4	-9	-4	-1.5	0	-2	-0.4	4	-1	6
COC(=O)c1cc(C)sc1NC(=O)CC1Nc2ccccc2NC1=O (stereo not drawn)	0.4	/	-12	-0.3	5	-7	-1.0	2	-5	-6
CCN(CC(=O)NC(C)(C)C)C(=O)c1ccc(Br)cc1	-4.2	-6	-6	-0.3	-6	2	0.3	-10	6	0
Cc1c(NC(=O)c2ccc(NS(=O)(=O)c3ccccc3)cc2)c(=O)n(-c2ccccc2)n1C	1.4	-1	-15	i	-4	-17	-1.2	4	-1	6
Cc1nc2sc3c(c2c(=O)n1NC(=O)CCl)CCCC3	-0.5	-3	1	i	-5	2	0.8	16	1	5
COc1cc(OC)cc(-c2c(C#Cc3ccsc3)c3cc(-c4ccc5[nH]ccc5c4)ccc3n2C)c1	0.6	-3	-15	2.8	-1	15	-0.2	/	/	-9
CNC[C@H]1Oc2c(NS(=O)(=O)c3ccc(OC)cc3)cccc2C(=O)N([C@H](C)CO)C[C@H]1C	0.4&1.1	4	-8	i	-1	-6	-1.6	/	/	-5
CCCNC(=S)N1CCN(c2nc(-c3cccc(OC)c3)cs2)CC1	-0.6	5	7	i	-4	-10	7.7	11	-3	10
CC(O)(C#CCN1CCCCC1)c1ccccc1 (stereo not drawn)	/	3	4	-7.1	-6	3	0.3	9	1	7
CC1CCCCC1NC(=O)c1cccc(N2C(=O)C3C4C=CC(C4)C3C2=O)c1 (stereo not drawn)	-0.5	3	6	-0.6	0	7	0.8	-4	-1	1
Cn1nc(C(C)(C)C)cc1C(=O)N1CCCCC1c1cc(C(=O)Nc2ccc3c(c2)OCO3)no1 (stereo not drawn)	-0.6	/	/	-9.1	-1	/	/	/	/	13
COc1ccc(C(=O)NNC(=O)C2CC=CCC2)cc1 (stereo not drawn)	2.5	-2	10	i	1	-2	-0.4	1	2	-7
CCCCCCSc1cccc(-c2nc3ccccn3c2NCc2ccccc2)c1	-1.0&1.2	9	0	i	-16&-15	-4	1.0	/	/	-7
CCCn1c(N)c(C(=O)COc2ccc(Br)cc2F)c(=O)n(C)c1=O	1.5	-8	10	-0.9	-4	-6	2.1	27	7	1
CCOc1cc(-c2ccccc2)nc(N)n1	/	-7	3	7.5	-5	-17	0.1	18	0	-1
Cc1c(N=NC2=C(O)CC(C)(C)CC2=O)c(=O)n(-c2ccccc2)n1C	-0.6	-24	0	0.1	-1	14	-0.4	26	0	-1
Clc1ccc(C2=CSC3=NCCN23)c(Cl)c1	2.8	-4	17	-0.8	/	5	-0.1	/	/	0
CCOC(=O)c1c(NC(=O)C2c3ccccc3Oc3ccccc32)sc(C(N)=O)c1C	/	-1	-1	-0.8	-2	-28	-0.4	23	-1	1
COc1ccc(C=C(C(C)=O)C(C)=O)cc1OC	/	-4	0	-2.9	0	2	0.4	3	0	1
COc1ccc(-c2csc(NC(=O)CCNC(=O)c3ccco3)n2)cc1	0.1	/	8	1.2	-4	/	/	/	/	-3
Cc1cc(=O)n2nc(N3CCC(C(=O)N4CCN(Cc5ccccc5)CC4)CC3)sc2n1	/	17	-2	-0.8	0	-18	-0.7	-9	-2	18
C=Cn1ccnc1CC(O)c1ccc(OC)cc1 (stereo not drawn)	-0.2	-7	-2	-0.6	0	-5	2.7	/	/	-1
Cn1c(SCC(=O)N2CCOCC2)nnc1-c1ccc(NC(=O)c2ccccc2F)cc1	/	2	-12	-2.0	1	-9	-0.1	41	1	-2
CN1CCN(c2ccc(NC(=O)Oc3ccccc3)cc2)CC1	/	0	1	i	-2	5	0.2	6	2	0
Cc1ccc(SCCNC(=O)/C=C/c2ccccc2Cl)cc1	-0.6	-23	-6	-0.5	-2	-20	11	10	0	-2
CCn1cc(S(=O)(=O)Nc2ccc(Cl)cc2F)cn1	-1.1	0	3	i	0	-1	0.2	2	-1	2
COc1cccc(/C=N/NC(=S)Nc2cccc(S(=O)(=O)N(C)C)c2)c1	1.9	-17	11	-0.4	-6	/	0.4	-13	-1	0
Cc1cc(S(=O)(=O)N(C)CCc2ccccc2)ccc1-n1cnnn1	/	-3	-4	-0.5	2	-14	-0.1	-4	-1	-3
O=C(COc1ccc([N+](=O)[O-])cc1)NCc1cccnc1	0.8	11	-5	-0.4	0	-10	1.7	7	4	2
Cc1nc2oc3ccc(F)cc3c(=O)c2cc1C(=O)O	-0.5	-10	3	-0.2	9	8	/	5	-1	2
COc1ccc(Nc2ccc3ccccc3c2)cc1	0.8	/	-3	0.8	-9	6	-0.5	/	/	-13
Cc1ccc(NC(=O)c2sc3nc4c(c(-c5ccco5)c3c2N)CCC4)cc1	/	2	-10	-1.0	-15	-1	-0.5	14	4	8
CC(=O)c1ccc(S(=O)(=O)NCCC(=O)NCCc2c[nH]c3ccccc23)cc1	0.6	-3	5	-0.2	1	4	-0.1	/	/	-10
O=C(O)CC1CCC(=C(Cl)Cl)C1 (stereo not drawn)	1.1	5	3	-6.7	-8	-4	-0.1	28	6	2
COc1ccc(CN(C)C(=O)c2cccc(S(=O)(=O)N3CCc4ccccc43)c2)c(OC)c1	0.0	2	-5	-0.3	-6	1	1.0	/	/	18
Cc1cc2cc(C)c(NCCNC(=O)c3ccccc3)nc2cc1C	0.5	11	-2	0.8	1	-4	0.7	23	1	14
O=C(N/N=C\c1ccc(CN(Cc2ccc(Cl)cc2)S(=O)(=O)c2ccccc2)o1)C(=O)Nc1ccc(F)cc1	/	5	-22	i	1	/	-0.1	23	-1	-3
O=C(Nc1ccccc1Cl)c1cc(C2CCCCN2C(=O)CCCc2ccccc2)on1 (stereo not drawn)	-1.2	/	/	-5.0	-8	/	/	/	/	38
COc1cccc(N2CC(C(=O)NCc3n[nH]c(=O)c4ccccc34)CC2=O)c1 (stereo not drawn)	1.2	/	4	-2.6	-6	0	0.0	/	/	3
CCOC(=O)NC(=O)CSc1nc(-c2ccc(C)c(C)c2)cn1-c1ccccc1	/	-14	-3	0.3	-1	-6	-0.8	-4	3	9
CC1(C)CC(=O)N(CC(=O)NCc2ccccc2)c2ccccc2S1(=O)=O	0.7	-3	11	0.4	-8	-1	-1.1	7	5	7

(continued)
SMILES	TcdB GH inh	Rv3671c inh	MazEF act	BH1578 lux ind	Anthrax LF inh2	SSB-PriA inh	PfHsp40 yeast	DUSP3 inh	3CLpro inhibitor	Y pestis TopoI
COC(=O)C(Cc1ccccc1)NS(=O)(=O)c1ccccc1Br (stereo not drawn)	/	5	6	i	-4	-17	0.6	10	/	7
C=CCSc1nc(Cc2ccc(Cl)cc2)nc2ccccc12	/	4	-11	i	-6	-3	-1.7	30	-4	10
Cc1cccc(CCNC(=O)C2CCC(=O)N(Cc3ccc(Cl)cc3)C2)n1 (stereo not drawn)	-0.3	-1	6	i	0	-7	1.1	12	1	-2
COc1ccc(CCNC(=O)Nc2nnc([C@H]3C[C@H](O)[C@@H](CO)O3)s2)cc1OC	5.4	/	/	i	-1	/	/	/	/	5
COCCCN1C(=O)C(CC(=O)NC(c2ccccc2)c2ccccc2)CC(C(=O)N2CCOCC2)=C1C (stereo not drawn)	0.4	/	2	-0.5	-1	/	/	/	/	6
CCCCOc1ccc(Cc2c(O)nc(SC)[nH]c2=O)cc1	0.7	10	-6	i	2	-5	-1.6	4	4	-3
Cc1ccccc1N1CC(C(=O)N2CCCCCC2)CC1=O (stereo not drawn)	0.4	-5	1	i	0	-7	1.9	/	/	4
CCOc1ccc(CN2C(=O)c3ccccc3Sc3ccc(C(=O)NCCCN4CCOCC4)cc32)cc1	0.6	-13	-5	-0.3	1	9	0.0	2	5	19
CCCNc1nc(Nc2ccc(C)c(Cl)c2)c2cnn(C)c2n1	0.7	-5	3	i	-4	3	1.2	-16	0	1
O=C(COc1ccc2c(-c3ccccc3)cc(=O)oc2c1)NCC1CCC(C(=O)O)CC1 (stereo not drawn)	1.4	4	2	-0.6	3	-11	8.0	9	-1	-3

Given with two lines to a compound: 3 of the compounds above.
Each structure is followed by: TcdB GH inh	Rv3671c inh	MazEF act	BH1578 lux ind	Anthrax LF inh2	SSB-PriA inh	PfHsp40 yeast	DUSP3 inh	3CLpro inhibitor	Y pestis TopoI
CCCCOc1ccc(Cc2c(O)nc(SC)[nH]c2=O)cc1
→ 0.7	10	-6	i	2	-5	-1.6	4	4	-3
Cc1ccccc1N1CC(C(=O)N2CCCCCC2)CC1=O (stereo not drawn)
→ 0.4	-5	1	i	0	-7	1.9	/	/	4
CCOc1ccc(CN2C(=O)c3ccccc3Sc3ccc(C(=O)NCCCN4CCOCC4)cc32)cc1
→ 0.6	-13	-5	-0.3	1	9	0.0	2	5	19

The list goes on:
SMILES	TcdB GH inh	Rv3671c inh	MazEF act	BH1578 lux ind	Anthrax LF inh2	SSB-PriA inh	PfHsp40 yeast	DUSP3 inh	3CLpro inhibitor	Y pestis TopoI
CC(=O)c1cc(NC(=O)c2ccc(C)cc2)c(=O)oc1C	-1.1	-17	-13	1.5	1	-12	3.5	2	3	-1
Nc1nc(-c2ccc(C(=O)O)cc2)cs1	-1.0	3	-1	-0.4	8	-12	0.5	7	0	8
COC(=O)/C=C1\NC(=O)C(C)S1 (stereo not drawn)	8.2	-3	6	-0.2	-3	-6	-0.4	-1	1	3
Cn1cncc1COC(=O)c1ccc(Cl)cc1	-0.1	8	2	-0.3	-15	5	-2.5	5	1	2
CC(=O)N/C(=C\c1ccccc1)C(=O)OCC(=O)N1CCCCCC1	4.3	-6	-1	i	5	2	0.3	32	4	7
O=C(CN1C(=O)c2cccc3cccc1c23)NCC1CCCO1 (stereo not drawn)	/	6	8	-2.3	-1	-12	0.2	29	-1	0
O=S(=O)(/N=C(/Nc1cccc2ccccc12)c1ccccc1)c1ccccc1	2.1	1	0	-0.3	-4	/	1.2	10	4	-1
O=[N+]([O-])c1cc(Cl)c2cccnc2c1O	1.8	4	-9	-0.8	-3	67*	142*	17	-1	4
CCOC(=O)C1CCC(CN(Cc2ccccc2)S(=O)(=O)c2ccc([N+](=O)[O-])cc2)CC1 (stereo not drawn)	0.2	-3	-8	-0.2	1	18	0.3	30	-3	-6
CC1CCN(C(=S)NC2CC3CCC2C3)CC1 (stereo not drawn)	/	-2	7	i	1	-6	1.6	-4	3	-2
COc1ncnc(-c2ccccc2)c1-c1ccccc1	0.0	5	6	-0.1	-5	-6	-1.0	/	/	2
CCOc1cc(C(=S)N2CCOCC2)ccc1OS(=O)(=O)c1ccc(OC)cc1	-0.5	3	3	-0.6	-6	5	-0.2	15	4	26
